USP2a block = qHTS Assay for Inhibitors of Ubiquitin-specific Protease USP2a Using CHOP2 as the Reporter; USP2 core, Ub-CHOP2 coupled fluorogenic reporter, 485/531; Potency, µM (top dose mostly 38.3 µM), inactives show top-dose activity change, negative = inhibition, usual class: inhibitors; 0.01% of 330,000 active;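 also: potency is read from the fitted curve at half-maximal effect; plate controls were DMSO wells for no effect and full inhibition by NEM control for full effect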
Target sequence (O75604 whole entry, looked up): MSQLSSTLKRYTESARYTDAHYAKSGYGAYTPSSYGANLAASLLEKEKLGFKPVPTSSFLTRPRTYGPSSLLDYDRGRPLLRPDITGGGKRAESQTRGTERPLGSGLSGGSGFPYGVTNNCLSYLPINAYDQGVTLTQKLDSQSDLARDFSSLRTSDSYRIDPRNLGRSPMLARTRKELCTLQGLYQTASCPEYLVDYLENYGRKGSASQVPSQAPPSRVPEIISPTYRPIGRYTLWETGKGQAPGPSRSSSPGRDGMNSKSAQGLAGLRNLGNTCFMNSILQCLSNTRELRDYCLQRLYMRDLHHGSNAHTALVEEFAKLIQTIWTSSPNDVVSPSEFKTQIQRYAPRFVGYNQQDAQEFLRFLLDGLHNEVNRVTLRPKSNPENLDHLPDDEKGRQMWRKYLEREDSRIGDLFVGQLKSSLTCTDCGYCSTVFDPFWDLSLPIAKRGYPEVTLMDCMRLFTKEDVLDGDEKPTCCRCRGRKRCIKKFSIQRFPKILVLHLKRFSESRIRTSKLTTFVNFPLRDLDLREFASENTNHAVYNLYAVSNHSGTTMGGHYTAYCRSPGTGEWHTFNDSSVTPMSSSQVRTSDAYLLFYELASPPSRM
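Cell-free coupled assay: 10nM USP2 core preincubated 30min RT with compound in Tris-HCl pH 8.0/CaCl2/CHAPS buffer, then 25nM Ub-CHOP2 and 25nM reporter substrate; fluorescence (Ex 485/Em 531) read after 60min RT, normalized to NEM inhibition, concentration-response curves fitted.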
p53 reactivator = qHTS assay for re-activators of p53 using a Luc reporter | H1299 p53-A138V BP100-luciferase reporter, luminescence, 24 h | Potency, µM (top dose mostly 92.2 µM), inactives show top-dose activity change, positive = activation, actives largely listed as activators | 0.063% of 320,000 active | AID 504706, 2011; also: potency is read from the fitted curve at half-maximal effect; % of control where 0% means no effect; nearly all actives have a fitted effect of over 45% in size
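p53-null H1299 cells stably carrying temperature-sensitive p53-A138V and a BP100-luciferase reporter were pinned with compounds (4-point, 1:5 series) and held 24 hrs at 37 deg C. Luminescence was read 10 min after detection reagent.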
TSG101-PTAP inh = qHTS Assay for Iinhibitors of HIV-1 Budding by Blocking the Interaction of PTAP/TSG101. AID 493005, 2010. 340,000 tested, under 10 active. Fluorescence polarization, FITC-PTAP peptide / Tsg101 binding. Potency, µM (top dose mostly 115 µM), without a hit: top-dose activity change, negative = inhibition, most hits filed as inhibitors; active = well fitted inhibition curve with a large enough effect in the main read-out, with a control signal flat, not every such curve was filed as active; inconclusive = small, poorly fitted or top-dose-only effect, or effect the other way, or a change in a side signal; inactive = no such curve, though single readings can be large or run the other way; also: potency is read from the fitted curve at half-maximal effect; % of control where 0% means no effect
Target sequence (Q99816 whole entry, looked up): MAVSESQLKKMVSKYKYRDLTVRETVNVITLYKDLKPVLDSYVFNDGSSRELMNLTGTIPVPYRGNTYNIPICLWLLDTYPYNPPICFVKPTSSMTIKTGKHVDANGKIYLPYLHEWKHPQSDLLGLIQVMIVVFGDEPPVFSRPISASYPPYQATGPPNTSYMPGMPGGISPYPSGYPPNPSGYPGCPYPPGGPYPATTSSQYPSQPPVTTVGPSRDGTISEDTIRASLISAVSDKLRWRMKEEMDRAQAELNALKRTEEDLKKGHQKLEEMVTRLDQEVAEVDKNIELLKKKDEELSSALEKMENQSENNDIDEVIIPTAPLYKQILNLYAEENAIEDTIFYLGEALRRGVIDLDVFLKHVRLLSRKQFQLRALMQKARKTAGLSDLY
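FP read-out: FITC-PTAP peptide, 50 nM final, binding Tsg101 binding domain, 10 uM final; 20 min, r.t.; 10 mM HEPES pH 7.5, 0.15 M NaCl, 0.01% Tween 20, 3 mM EDTA, 0.1 mM TCEP.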
ELG1 genotox = qHTS screen for small molecules that induce genotoxicity in human embryonic kidney (HEK293T) cells expressing luciferase-tagged ELG1 | AID 504466, 2011 | Potency, µM (series often up to 46 µM), inactives show top-dose activity change, positive = activation, hits mostly activators | 1.3% of 330,000 active | HEK293T ELG1-luciferase reporter, luminescence, 16 h; also: potency is read from the fitted curve at half-maximal effect; % of control where 0% means no effect; nearly all actives have a fitted effect of over 60% in size
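Genotoxic stress is detected as increased luminescence from luciferase-tagged ELG1 in HEK293T cells, measured with ONE-Glo after a 16 hr treatment at 37 °C.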
TRPV1 ag = HTS Assay for Compounds that Act as Agonists of the Vanilloid Receptor 1; Transient receptor potential cation channel subfamily V member 1 (Homo sapiens), Q8NER1; TRPV1-expressing cells, Fluo-8 calcium influx, agonist mode; activation, % at 8.33 µM; 0.19% of 320,000 active; AID 540275, 2011; in the data active = activation above about 80%; inconclusive = between about 30% and that limit; also: 0% is about no effect
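Cells expressing TRPV1 were dye-loaded with Fluo-8 and read kinetically: 10 s baseline, 3 min after compound (agonist portion), then 2 min after EC20 capsaicin (allosteric enhancer portion). Calcium-bound dye fluorescence at 480/520 nm.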
Eya2 phos inh = qHTS Assay for Inhibitors of the Phosphatase Activity of Eya2 | Potency, µM (titrated, usually from 76.9 µM), for inactives: top-dose activity, negative = inhibition, actives largely listed as inhibitors | 0.006% of 330,000 active | recombinant Eya2, OMFP fluorescence dephosphorylation (OMFP is methylfluorescein phosphate); also: potency is read from the fitted curve at half-maximal effect; % is scaled to controls: 0 for no effect and ±100 for the full control effect
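Eya2 protein (added as 0.2 uM solution) was preincubated with compound for 10 min at ambient temperature in 50 mM HEPES pH 7.5, 50 mM NaCl, 5 uM MgCl2, 0.05% BSA, 1 mM DTT. OMFP (added at 50 uM) then reacted 10 min; fluorescence read at 485/525 nm.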
uPA surface inh = qHTS for Inhibitors of Cell Surface uPA Generation; cell surface uPA generation assay, qHTS; Potency, µM (titrated, usually from 38.3 µM), for the others: at the top dose activity change, negative = inhibition, actives largely listed as inhibitors; 0.31% of 330,000 active; AID 540303, 2011; active = well fitted inhibition curve with a large enough effect; inconclusive = small, poorly fitted or top-dose-only effect; inactive = no such curve, though single readings can be large or run the other way; tested in mouse RAW 264.7 cells; also: potency is read from the fitted curve at half-maximal effect; % is scaled to controls: 0 for no effect and ±100 for the full control effect; nearly all actives have a fitted effect of over 55% in size
S-ASM inh = Inhibitors of Secretory Acid Sphingomyelinase (S-ASM): qHTS; 0.006% of 340,000 active; Potency, µM (titrated, usually from 57.5 µM), for the others: top-dose activity change, negative = inhibition, actives largely listed as inhibitors; placental ASM, HMU-PC fluorogenic substrate, 60 min; Sphingomyelin phosphodiesterase (Homo sapiens), P17405; also: potency is read from the fitted curve at half-maximal effect
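Human placenta-derived ASM enzyme was preincubated with compound for 10 minutes at room temperature, then given fluorogenic substrate HMU-PC0 (9 uM final) for 60 minutes at 37 °C; a pH 10 stop preceded fluorescence reading at Ex 386/Em 447 nm.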
BRCA1 expr up = qHTS Assay to Identify Small Molecule Activators of BRCA1 Expression. Potency, µM (doses to about 46.1 µM), for the others: at the top dose activation, actives largely listed as activators. 1.1% of 380,000 active. MCF7-BRCA1-FFLuc reporter, luminescence, 48 h; response scale: scaled: vehicle 0%, 10 µM genistein 100%; also: potency is read from the fitted curve at half-maximal effect; nearly all actives have a fitted effect of over 80% in size; some results filed as inactive show a strong effect at the top dose
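MCF7-BRCA1-FFLuc, 2000 cells/well; 2 h attach, 37 °C/5% CO2; compound 48 h; luciferase substrate 15 min; luminescence end-point. Norm. to genistein 10 microM max activation and DMSO; concentration-response curves fitted.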
B2AR arrestin = qHTS assay of beta-arrestin-biased ligands of beta2-adrenergic receptor; Potency, µM (titrated, usually from 46.1 µM), for inactives: at the top dose activation, hits mostly activators; 0.02% of 330,000 active; beta-arrestin recruitment to beta2AR, cell-based reporter; Beta-2 adrenergic receptor (Homo sapiens), P07550; AID 492947, 2010;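 also: potency is read from the fitted curve at half-maximal effect; 0% = DMSO controls and full agonism = EC100 isoproterenol or metaproterenol; nearly all actives have a fitted effect of over 65% in size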
Integrin act MD = qHTS for Activators of Integrin-Mediated Alleviation for Muscular Dystrophy | alpha7betagal myoblasts, beta-gal FDG fluorescence, 48 h | AID 624291, 2012 | Potency, µM (titrated, usually from 38.3 µM), for the others: top-dose activation, actives largely listed as activators | 0.064% of 350,000 active;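 also: potency is read from the fitted curve at half-maximal effect; 100% = response of the positive control SU9516; nearly all actives have a fitted effect of over 60% in size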
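Alpha7betagal+/- myoblasts (passage 13) were plated 16-24 hr, then exposed to compounds (1:260 dilution of DMSO stock) for 48 hours at 37C. After MPER lysis, β-galactosidase reporter activity was read as FDG fluorescence (ex 480/em 540) after 30 minutes.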
* marks the source's active call; other numbers are inactive results; ? = inconclusive; . = no result given; [ ] = dose if it differs, or a comment. Unless noted, calls follow the shape of the dose curve; as a rule, active = well fitted curve in the direction sought with a large enough effect; inconclusive = small, poorly fitted or top-dose-only effect, or another doubt; inactive = no such curve, though single readings can be large; an effect the other way counts as inactive or inconclusive. Only part of the results is shown. The share of hits here may be higher or lower than overall.

SMILES	USP2a block	p53 reactivator	TSG101-PTAP inh	ELG1 genotox	TRPV1 ag	Eya2 phos inh	uPA surface inh	S-ASM inh	BRCA1 expr up	B2AR arrestin	Integrin act MD
O=C(Nc1ccccc1F)OC1CN2CCC1CC2 (stereo unspecified)	-2%	0%	0%	1%	-2	7%	2%	2%	-6%	0.0%	-30%
Clc1cccc(N2CCNCC2)c1	-1%	-2%	0%	-12%	1	-2%	-17%	1%	24%	-0.4%	.
O=C1OC(=O)C2C1[C@@H]1CC[C@H]2O1 (stereo partly specified)	3%	?	-2%	12%	2	-1%	-19%	-4%	6%	14%	.
N#CCCn1cc(C(=O)Nc2ccccc2Br)c(-c2ccc3c(c2)OCCO3)n1	0%	-35%[inhibitor]	-5%	1%	0	1%	0%	3%	-1%	-1.8%	24%
Cc1ccc(N(C)C(=O)Oc2ccc(C(=O)c3ccc(Cl)cc3)cc2)cc1	0%	4%	-5%	?	-5	-18%	0%	-1%	-12%	-0.5%	-5%
O=[N+]([O-])c1ccc2c(c1)C(c1ccccc1)=NCCN2	5%	-3%	-8%	-5%	-3	1%	-8%	-6%	-11%	-0.9%	-65%[inhibitor]
O=C(CN1CC=C(c2ccccc2)CC1)Nc1c(Cl)cccc1Cl	4%	-2%	-15%	5%	0	-11%	1%	10%	-6%	-0.8%	-20%
CC(=O)N1N=C2C3CCN(CC3)C2C1c1ccc(Br)cc1 (stereo unspecified)	4%	-4%	0%	-1%	2	7%	4%	-2%	14%	-0.6%	-1%
CC12CCC3C(CC=C4CC(O)CCC43C)C1C/C(=C\N1CCCC1)C2=O (stereo unspecified)	-1%	-1%	.	-1%	?	-1%	.	.	.	-0.7%	.
N=c1sccn1Cc1ccccc1F	3%	2%	1%	-3%	2	-26%	-3%	4%	-9%	0.1%	0%
C=C[C@@H]1c2ccccc2N(S(=O)(=O)c2ccc(C)cc2)[C@H](c2ccc(OC(C)=O)cc2)C1(C#N)C#N	-7%	-8%	-1%	-5%	1	-2%	?	0%	-78%	0.1%	-39%
O=C(Cc1ccccc1)N1CCN(Cc2cccc(Cl)c2)CC1	-1%	5%	-1%	-7%	28	-7%	-4%	-1%	2%	-0.5%	1%
O=C(Nc1cccc(Br)c1)c1c(O)c2c(n(Cc3ccccc3)c1=O)CCCC2	-19%	7%	-4%	0%	-1	0%	-11%	-2%	6%	-0.1%	16%
COc1ccc(C)cc1NC(=O)N1CCC2(CC1)OCCO2	1%	0%	-5%	2%	-2	0%	10%	4%	2%	0.2%	25%
COc1ccc(S(=O)(=O)Nc2ccc3c(c2)C(=O)N([C@H](C)CO)C[C@@H](C)[C@@H](CN(C)S(=O)(=O)c2ccc(Cl)cc2)O3)cc1	-12%	5%	2%	-4%	.	-2%	?	-1%	-39%	0.3%	-3%
COc1ccc(NS(=O)(=O)c2ccc(OCC(=O)N3CCN(C)CC3)cc2)cc1Cl	2%	0%	-1%	-6%	1	-4%	1%	0%	-5%	-0.6%	-29%
CC(=Nc1ccccc1N)c1c(O)n(C)c(=O)n(C)c1=O	-1%	7%	1%	15%	3	-8%	-15%	0%	0%	0.3%	-17%
CCC(=NCc1ccco1)c1c(O)n(Cc2ccccc2)c(=O)[nH]c1=O	5%	-18%	-11%	-7%	-3	11%	.	-9%	-27%	0.3%	3%
Cc1ccc2c(c1)c(C1=c3ccccc3=NC1=O)c(O)n2C	0%	15%	-3%	?	?	-16%	?	-17%	-81%	5.5%	-75%[inhibitor]
O=C(CCC(=O)N1C[C@H]2C[C@@H](C1)c1cccc(=O)n1C2)NCc1cccc(C(F)(F)F)c1	-1%	10%	-10%	-1%	0	7%	10%	-3%	7%	0.3%	0%
CCOC(=O)Cn1cc(C(=O)c2ccccc2F)c2ccccc21	2%	-5%	-2%	1%	11	-9%	1%	-3%	10%	-0.1%	-28%
O=C(CCN1CCCCC1)Nc1ccc(Br)cc1C(=O)c1ccccc1	0%	-4%	-1%	-6%	2	12%	0%	0%	-15%	-0.3%	-54%[inhibitor]
O=c1cccc2n1CC1CC2CN(Cc2c(Cl)cccc2Cl)C1 (stereo unspecified)	-1%	-3%	-9%	-7%	8	-2%	.	-2%	-58%	-0.2%	24%
CC(C)c1ccc(NC(=O)CSc2nnc(OC(=O)N(C)C)n2C2CC2)cc1	-6%	0%	-5%	5%	-3	-7%	-7%	2%	-17%	0.1%	-37%
O=c1[nH]c(=S)n(-c2ccc(Cl)cc2)c(O)c1/C=N/N1CCOCC1	0%	-1%	0%	0%	-1	11%	9%	6%	-18%	0.5%	4%
Remaining list, next part
SMILES	USP2a block	p53 reactivator	TSG101-PTAP inh	ELG1 genotox	TRPV1 ag	Eya2 phos inh	uPA surface inh	S-ASM inh	BRCA1 expr up	B2AR arrestin	Integrin act MD
Cc1ccccc1CS(=O)(=O)Cc1ccc(C(=O)N2CCC3(CC2)OCCO3)o1	0%	-5%	-3%	1%	2	-12%	1%	8%	-10%	-0.5%	8%
COc1cccc(C(=O)C2CCCN(Cc3cnn(C(C)C)c3)C2)c1 (stereo unspecified)	-2%	3%	0%	-2%	-2	6%	-2%	-3%	-10%	-0.3%	-11%
CC1(C)C2([N+](=O)[O-])CN3CN(C2)CC1([N+](=O)[O-])C3	0%	1%	-2%	2%	4	2%	-3%	-1%	4%	-1.0%	0%
C=CCC1(CN2CCCCCC2=O)C(=O)NC(=O)NC1=O	.	.	-3%	.	2	.	5%	3%	6%	.	6%
COc1ccc(NC(=O)c2cn(CCC#N)nc2-c2ccc([N+](=O)[O-])cc2)cc1	2%	0%	-7%	5%	0	-4%	-1%	-1%	-28%	0.0%	-9%
CNC(=S)NC1CC2CCCC(C1)N2CC(C)C (stereo unspecified)	2%	0%	-1%	1%	.	3%	-2%	-1%	7%	-1.0%	3%
CC(Cc1ccccc1)NC(=O)CCCCC(=O)NC(C)Cc1ccccc1 (stereo unspecified)	1%	8%	-8%	-5%	0	-1%	-2%	6%	-12%	0.5%	?
Cc1sc2ncnc(N3CCC(C(=O)Nc4ccc(C#N)c(Cl)c4)CC3)c2c1C	-6%	-8%	-4%	-6%	-7	-7%	21%	-6%	-47%	0.1%	14%
CC(C)c1ccc(N2C(=O)NC(=O)/C(=C\c3cnc(-c4ccccc4)nc3)C2=O)cc1	3%	8%	-5%	2%	0	19%	6%	3%	35%	-0.2%	18%
O=C1NC(=S)NC(=O)C1=Cc1cccn1-c1ccc(O)cc1	10%	-7%	-4%	-4%	0	-9%	?	-6%	-50%	0.2%	-60%[inhibitor]
CN(C)C(=O)Oc1ccc2c(c1)O/C(=C\c1ccc(Cl)cc1)C2=O	-1%	9%	-2%	?	10	-1%	-1%	0%	95%	0.2%	0%
CN=C1CN(O)C(c2ccccc2)c2cc(Cl)ccc2N1 (stereo unspecified)	.	.	-1%	.	.	.	0%	4%	-27%	.	23%
CCCCCCn1c(O)c(C(C)=NC)c(=O)[nH]c1=O	2%	15%	-2%	?	4	2%	-7%	-2%	68%	0.1%	-14%
CC(C)c1cccc(C(C)C)c1O	.	.	-7%	.	.	-3%	25%	-3%	11%	.	.
ClC1=CCC2CN(CCN3CCCCC3)CC2C1 (stereo unspecified)	4%	4%	-6%	2%	4	-2%	0%	-5%	-9%	-0.9%	-16%
C[C@@]1(CO)[C@H](O)CC[C@@]2(C)[C@H]1CC[C@H]1C[C@@H]3C[C@@]12CC[C@]3(O)CO	-9%	3%	.	1%	-3	3%	.	.	.	-1.7%	.
COc1ccc(NC(=O)c2cn(CCC#N)nc2-c2ccc(OC)c(OC)c2)cc1	2%	-27%	-6%	14%	1	3%	11%	3%	-17%	-0.5%	0%
O=Cc1cn(Cc2ccccc2[N+](=O)[O-])c2ccccc12	4%	-5%	0%	0%	2	6%	-4%	-4%	-21%	-0.4%	-58%[inhibitor]
CCOC(=O)c1cc2c(cn1)[nH]c1ccccc12	0%	13%	0%	17%	-3	0%	14%	0%	5%	-1.4%	.

Compound activity deposited in PubChem BioAssay by National Center for Advancing Translational Sciences (NCATS).
